Vif-APOBEC3G blk – Vif-A3G binding inhibition; 0.076% of 410,000 active; AID 602310; HeLa A3G-eYFP + Vif (tagged APOBEC3G with the HIV-1 protein that degrades it), YFP fluorescence, overnight; Potency, µM (titrated, usually from 46.1 µM), without a hit: at the top dose activity, negative = active, usual class: inhibitors;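 further: on the % scale 0 is the no-effect control and ±100 the full control effect; nearly all actives have a fitted effect of over 60% in size; hits raise eYFP signal because A3G escapes Vif-driven loss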
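HeLa cells stably expressing Vif and C-terminally eYFP-tagged A3G, seeded overnight at 37 deg C, then exposed to compound by pintool overnight at 37 deg C. Rise in yellow fluorescence (Ex 488/Em 500-530, Acumen) marks blocked Vif-driven A3G degradation.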
Vif-APOBEC3F blk – inhibitors of Vif-A3F interaction | HeLa A3F-eYFP + Vif (tagged APOBEC3F with the HIV-1 protein that degrades it), YFP fluorescence increase | Potency, µM (doses to about 46.1 µM), for inactives: top-dose activity, negative = active | 0.2% of 390,000 active | AID 602313; further: % of control where 0% means no effect; nearly all actives have a fitted effect of over 65% in size
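HeLa cells stably expressing Vif plus C-terminally eYFP-tagged A3F were seeded, incubated overnight at 37 deg C, dosed with compound, incubated overnight again at 37 deg C. Yellow fluorescence (Ex 488/Em 500-530) reported blocked Vif-mediated A3F-eYFP degradation.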
TrxR1 inh – blocks rat thioredoxin reductase 1 | O89049 | recombinant rTrxR1, NADPH fluorescence consumption, selenite substrate | Potency, µM (top dose mostly 114 µM), for inactives: top-dose activity change, negative = inhibition, most hits filed as inhibitors | 1% of 390,000 active | AID 588453; further: on the % scale 0 is the no-effect control and ±100 the full control effect; nearly all actives have a fitted effect of over 65% in size
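Rat TrxR1 (90 nM in the dispensed reagent) was pre-reduced with 400 uM NADPH for 5 min at room temperature, then incubated with compound for 15 min. After 400 uM selenite was added, NADPH fluorescence (Ex 340/Em 450 nm) was followed for 8 min.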
USP1-UAF1 inh – USP1/UAF1 (human) deubiquitinase inhibition. AID 743255. Potency, µM (titrated, usually from 57.1 µM), inactives show at the top dose activity change, negative = inhibition, actives largely listed as inhibitors. 0.23% of 390,000 active. recombinant USP1/UAF1, Ub-Rhodamine cleavage fluorescence. O94782; further: on the % scale 0 is the no-effect control and ±100 the full control effect; nearly all actives have a fitted effect of over 60% in size; inactives centre near -12
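1 nM enzyme complex + cpd, 15 min RT; start with Ub-Rho 150nM final; kinetic fluorescence ex 480/em 540, 6 reads q60 s. Buffer 50mM HEPES pH 7.8, 0.5mM EDTA, 0.1 mg/ml BSA, 1mM TCEP, 0.01% Tween-20.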
12-LOX inh – ALOX12 (human) lipoxygenase inhibition; P18054; purified 12hLO, xylenol orange hydroperoxide absorbance; Potency, µM (titrated, usually from 108 µM), for inactives: top-dose activity change, negative = inhibition, actives largely listed as inhibitors; 1.1% of 580,000 active; AID 1671190; further: on the % scale 0 is the no-effect control and ±100 the full control effect
Target sequence (P18054 whole entry, looked up): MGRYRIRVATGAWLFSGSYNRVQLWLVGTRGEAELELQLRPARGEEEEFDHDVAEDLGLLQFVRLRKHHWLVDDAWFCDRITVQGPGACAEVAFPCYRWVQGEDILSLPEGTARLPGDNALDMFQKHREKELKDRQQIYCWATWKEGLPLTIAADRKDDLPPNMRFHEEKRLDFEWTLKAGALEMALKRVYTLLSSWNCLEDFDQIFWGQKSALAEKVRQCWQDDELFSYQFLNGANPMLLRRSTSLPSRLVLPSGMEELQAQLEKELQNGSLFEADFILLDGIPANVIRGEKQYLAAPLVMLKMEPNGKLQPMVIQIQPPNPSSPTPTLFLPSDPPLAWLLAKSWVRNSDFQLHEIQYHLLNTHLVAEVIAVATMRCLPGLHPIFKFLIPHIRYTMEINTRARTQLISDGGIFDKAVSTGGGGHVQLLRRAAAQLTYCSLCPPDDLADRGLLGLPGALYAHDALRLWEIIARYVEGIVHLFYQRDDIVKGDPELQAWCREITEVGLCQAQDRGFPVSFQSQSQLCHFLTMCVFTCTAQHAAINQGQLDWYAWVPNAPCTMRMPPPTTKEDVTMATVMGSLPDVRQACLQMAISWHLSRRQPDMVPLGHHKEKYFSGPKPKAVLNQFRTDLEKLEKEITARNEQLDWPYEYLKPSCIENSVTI
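Purified human 12hLO at 150 nM in 25 mM Hepes, 0.01% Triton X-100, pH 7.0, preincubated 15 min at room temperature with compound. Reaction started with 40 uM arachidonic acid, 30 min at room temperature. Hydroperoxide measured by Fe-xylenol orange, 573/405 nm absorbance ratio.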
RGS4 inhibitor – blocks human RGS4-accelerated GTP hydrolysis | P49798 | Transcreener GDP fluorescence polarization, RGS4-accelerated GTP hydrolysis | Potency, µM (highest dose often 114 µM), for the others: at the top dose activity change, negative = inhibition, usual class: inhibitors | 0.039% of 390,000 active | AID 504845; further: on the % scale 0 is the no-effect control and ±100 the full control effect; nearly all actives have a fitted effect of over 75% in size; some results filed as inactive show a strong effect at the top dose
Target sequence (P49798 whole entry, looked up): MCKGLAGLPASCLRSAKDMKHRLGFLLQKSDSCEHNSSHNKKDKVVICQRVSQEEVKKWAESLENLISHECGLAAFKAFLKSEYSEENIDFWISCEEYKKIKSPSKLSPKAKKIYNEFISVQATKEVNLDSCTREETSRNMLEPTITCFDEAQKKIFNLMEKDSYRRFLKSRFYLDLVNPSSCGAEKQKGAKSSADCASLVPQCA
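MLSMR compounds (23 nl, pin-transferred) preincubated 10 min at room temperature with a 500nM (2x) first reagent, then RGS4 at 900nM (2x) plus Transcreener GDP mix added; fluorescence polarization (620/688 nm) read before and after 90 min at 30 °C.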
TrxR1 substrate – substrates of rat thioredoxin reductase 1; 0.01% of 390,000 active; AID 588456; Potency, µM (series often up to 114 µM), inactives show at the highest dose activity change, negative = substrate turnover; O89049; purified TrxR1 substrate turnover, NADPH consumption readout; further: on the % scale 0 is the no-effect control and ±100 the full control effect; nearly all actives have a fitted effect of over 50% in size
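Rat TrxR1, dispensed at 90 nM, was prereduced with 400 uM NADPH (final) for 5 min at ~22 deg C, then incubated with compound 15 min before 400 uM selenite. A first-read NADPH fluorescence drop versus no-compound background flagged substrates.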
mIDH1 inhibitor – human IDH1 R132H inhibition | O75874 | IDH1-R132H enzyme, NADPH consumption, diaphorase/resazurin fluorescence | Potency, µM (series often up to 76.6 µM), without a hit: at the highest dose activity change, negative = inhibition, hits mostly inhibitors | 0.093% of 390,000 active; further: on the % scale 0 is the no-effect control and ±100 the full control effect; nearly all actives have a fitted effect of over 65% in size
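IDH1-R132H (0.5 ug/mL dispensed) in pH 7.5 Tris buffer was preincubated 30 min with compound, then given a substrate mix of 0.016 mM NADPH and 2 mM alpha-KG for 80 min at room temperature; remaining NADPH was read by diaphorase/resazurin fluorescence.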
RXFP1 ag – activates the human relaxin receptor RXFP1; Q9HBX9; HEK293T-RXFP1 cAMP TR-FRET, 30 min; response scale: percent of porcine relaxin response, buffer zero; Potency, µM (series often up to 57.5 µM), without a hit: at the highest dose activation, most hits filed as activators; 0.3% of 370,000 active; AID 2676; further: on the % scale 0 is the no-effect control and ±100 the full control effect; nearly all actives have a fitted effect of over 60% in size; many of its hits are not listed in these tables
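HEK293T cells stably expressing RXFP1 were pretreated with the PDE4 inhibitor Ro 20174, exposed to compounds for 30 min at 37C, lysed, and cAMP was read by TR-FRET. Data normalized to buffer (basal) and 29 nM porcine relaxin (100%).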
The depositor's hits bear a star; ? = inconclusive; / = no result given; & = joins results of further samples; [ ] = remark or other dose. The call rests on the fitted dose curve; in most records, active means well fitted curve in the direction sought with a large enough effect; inconclusive means small, poorly fitted or top-dose-only effect, or another doubt; inactive means no such curve, though single readings can be large; an effect the other way counts as inactive or inconclusive. Potency means the concentration at half of the fitted maximal effect.

The line under a structure holds: Vif-APOBEC3G blk, Vif-APOBEC3F blk, TrxR1 inh, USP1-UAF1 inh, 12-LOX inh, RGS4 inhibitor, TrxR1 substrate, mIDH1 inhibitor, RXFP1 ag
> Cc1ccc(/C=N\NC(=O)Cc2noc3ccccc23)cc1
    ?, -27%, 27%, -22%, 0%, -7%, 5%, 7%, 0.4%
> Cc1cccc(C(C)C)c1NC(=O)COC(=O)C1CC(=O)N(Cc2ccccc2)C1 (stereo not drawn)
    1%, -17%, 11%, -19%, -19%, -12%, 5%, 4%, 2.1%
> CC(C)C[C@H](NC(=O)c1nc[nH]c1C(=O)NCC(=O)OC(C)(C)C)C(=O)OCc1ccccc1
    -1%, 4%, -5%, -24%, 25%, 8%, -18%, -4%[38.3 µM], -0.7%
> O=S1(=O)CCOCCCN1Cc1cccc(F)c1
    -3%&0%, 1%, 10%&13%, 15%, -4%, 7%, -4%&5%, 1%, -1.2%
> Cc1ccc(CNC(=O)Cn2c(=O)ccc3cc(S(=O)(=O)N4CCCC4)ccc32)cc1
    0%, 11%, 25%[57.1 µM], -19%, -10%, 6%, -1%[57.1 µM], -4%, -2.6%
> O=C(NC(NNc1ccc([N+](=O)[O-])cc1)(C(F)(F)F)C(F)(F)F)c1ccccc1Cl
    5%, -1%, 3.2µM*, -18%, ?, ?, -22%, -2%, 5.8%
> Cc1cc(NS(=O)(=O)c2ccccc2)ccc1NS(=O)(=O)c1ccccc1
    1%, 2%, 1%[2.29 µM], -5%, -7%, -1%, -4%[2.29 µM], 1%, /
> O=C(CCCc1nc(-c2ccccc2Cl)no1)NC1CCCCC1
    -5%, 4%, 4%[57.1 µM], -17%, 103%[activator], -8%, -3%[57.1 µM], 5%, -0.9%
> COc1ccc(CCNC(=O)COC(=O)/C=C/c2ccc3c(c2)OCO3)cc1
    -2%, -2%, -3%[2.29 µM], -11%, -17%, 5%, 0%[2.29 µM], -9%, /
> CC1=C(c2ccc(C)cc2)S(=O)(=O)NC1=NCc1ccccc1Cl
    -7%, -13%, -7%, -5%, ?, -6%, 0%, -16%, -2.4%
> CN(C)c1ccnc(Nc2ccc(F)cc2)c1C#N
    0%, 9%, 7%[57.1 µM], -26%, -14%, 13%, -2%[57.1 µM], 5%, -4.7%
> O=[N+]([O-])c1cccc(S(=O)(=O)N2CCCCCC2)c1
    -5%, -13%, -5%, -15%, 8%, -15%, 3%, -4%, 2.9%
> CCOC(=O)CNC(=O)COc1coc(CN2CCN(c3ccccc3F)CC2)cc1=O
    -8%, -8%, 37%[activator][57.1 µM], -17%, 7%, -12%[56.9 µM], 17%[57.1 µM], -3%, -2.0%
> N#CCCSCc1ccc(C(=O)O)o1
    0%, -13%, 30%, 3%, -5%, 22%, 10%, 13%, 1.4%
> CC(=O)Nc1cccc(C(=O)OCC(=O)c2ccc3c(c2)OCO3)c1
    -1%, -3%, 16%, 1%, 3%, 22%, -2%, 6%, -0.3%

(next part)
The line under a structure holds: Vif-APOBEC3G blk, Vif-APOBEC3F blk, TrxR1 inh, USP1-UAF1 inh, 12-LOX inh, RGS4 inhibitor, TrxR1 substrate, mIDH1 inhibitor, RXFP1 ag
> CN(C)CCCN=Cc1c(O)n(Cc2ccccc2)c(=O)c2ccccc12
    0%, 0%, 7%[57.1 µM], -9%, 130%[activator], -40%, 9%[57.1 µM], 0%, 0.1%
> O=C(CNCc1ccccc1Cl)NCc1ccco1
    1%, 0%, -12%, -12%, -25%, 1%, 7%, 9%, -5.5%
> O=C(NCc1ccccc1F)c1ccc(S(=O)(=O)N2CCCC2)cc1
    0%, -13%, /, -25%, 4%, /, /, 5%, /
> Cc1csc(NC(=O)CCS(=O)(=O)c2ccc(Br)cc2)n1
    -7%, -1%, -23%[57.1 µM], -20%, 14%, ?, 1%[57.1 µM], 3%, -0.6%
> Cc1ccc(S(=O)(=O)NCC(=O)OCC(=O)Nc2ccc(C)c(S(=O)(=O)N3CCOCC3)c2)cc1
    -7%, 2%, 10%, -13%, 5%, 9%, 3%, -6%, /
> Cc1cc(Nc2ncc(Cl)cc2Cl)n(-c2ccccc2C)n1
    -13%, 2%, -8%, 1%, -18%, -8%, -12%, 4%, -1.9%
> COc1ccc(NC(=O)CN2CCN(CC(=O)Nc3ccccc3Cl)CC2)cc1
    2%, 5%, -9%[57.1 µM], -5%, ?, -14%, 5%[57.1 µM], 2%, 0.0%
> CSc1nccn1C(=O)c1ccccc1[N+](=O)[O-]
    2%, 5%, -16%, -6%, 2%, -11%, 14%, 6%, 1.4%
> CCSc1nnc2nc(C)cc(C)n12
    1%, /, 2%, -5%, 5%[57.4 µM], ?, -6%, 1%, 0.3%
> Cc1ccc(S(=O)(=O)N2CCOCC2)cc1NC(=O)COC(=O)C1COc2ccccc2O1 (stereo not drawn)
    -2%, 0%, 9%, -11%, -15%, 4%, 7%, 0%, -0.1%
> CSc1ccc(C(=S)N2CCN(C(c3ccccc3)c3ccccc3)CC2)cc1
    0%, 0%, -3%, -15%, -13%, ?, -6%, 1%, -0.6%
> CSCC(C)N1CCC(Oc2cccc(C(=O)NCc3ccccn3)c2)CC1 (stereo not drawn)
    -8%, 0%, 39%[activator], -22%, -19%, 11%, 6%, -8%, 1.7%
> COc1ccc(S(=O)(=O)N2CCCCCC2)cc1NC(=O)CCNC(=O)c1ccccc1Cl
    4%, 3%, /, -17%, -5%, /, /, 12%, /
> CCC(C)NC(=O)CSc1nc2ccccc2c(=O)n1Cc1ccc(OC)cc1 (stereo not drawn)
    2%, 0%, 11%, -14%, -15%, -17%, 2%, -1%, 4.2%
> C#CCOCCOCCOCCNc1nc(N2CCN(C(=O)[C@H](CCC(=O)O)n3cc([C@@H](N)CO)nn3)CC2)nc(N2CCN(C(=O)[C@H](CCC(=O)O)n3cc([C@@H](N)CCSC)nn3)CC2)n1
    1%, 10%, 9%, -6%, -1%, 3%, -5%, -8%, /

Quoted from the listing:
Cc1cc(Nc2ncc(Cl)cc2Cl)n(-c2ccccc2C)n1 | mIDH1 inhibitor: 4%
Cc1ccc(S(=O)(=O)N2CCOCC2)cc1NC(=O)COC(=O)C1COc2ccccc2O1 (stereo not drawn) | TrxR1 inh: 9%
CSCC(C)N1CCC(Oc2cccc(C(=O)NCc3ccccn3)c2)CC1 (stereo not drawn) | Vif-APOBEC3G blk: -8%
C#CCOCCOCCOCCNc1nc(N2CCN(C(=O)[C@H](CCC(=O)O)n3cc([C@@H](N)CO)nn3)CC2)nc(N2CCN(C(=O)[C@H](CCC(=O)O)n3cc([C@@H](N)CCSC)nn3)CC2)n1 | Vif-APOBEC3F blk: 10%

Only RGS4 inhibitor, Vif-APOBEC3G blk and mIDH1 inhibitor, for two of the compounds above:
structure	RGS4 inhibitor	Vif-APOBEC3G blk	mIDH1 inhibitor
O=C(CNCc1ccccc1Cl)NCc1ccco1	1%	1%	9%
CCC(C)NC(=O)CSc1nc2ccccc2c(=O)n1Cc1ccc(OC)cc1 (stereo not drawn)	-17%	2%	-1%

Next structures
The line under a structure holds: Vif-APOBEC3G blk, Vif-APOBEC3F blk, TrxR1 inh, USP1-UAF1 inh, 12-LOX inh, RGS4 inhibitor, TrxR1 substrate, mIDH1 inhibitor, RXFP1 ag
> O=C1CCCC2=C1C(c1cccs1)n1nc(SCc3ccccc3F)nc1N2 (stereo not drawn)
    -5%, -7%, -7%, -15%, 8%, -25%, 8%, 3%, 2.8%
> CCN(CC)S(=O)(=O)c1ccc(N2CCN(S(=O)(=O)c3ccccc3)CC2)nc1
    3%, -17%, 1%, 6%, -5%, -5%, -2%, 1%, -3.1%
> Cc1nc2ccc(NC(=O)c3cc([N+](=O)[O-])cc([N+](=O)[O-])c3Cl)cc2s1
    -28%, 4%, ?, -12%, ?, ?, -21%, 0%, -0.4%
> O=C(NCCCl)Nc1ccccc1OCCOc1ccccc1NC(=O)NCCCl
    3%, -1%, -10%[57.1 µM], 0%, ?, -20%, -6%[57.1 µM], -6%, -3.4%
> O=C(NCCCN1CCOCC1)c1ccc([N+](=O)[O-])cc1[N+](=O)[O-]
    -1%, 12%, -4%[57.1 µM], -18%, -13%, 12%, -8%[57.1 µM], -5%, -0.1%
> Cc1cccc(-n2c(CCc3ccccc3)nnc2SCC(=O)c2ccccc2)c1
    -2%, -19%, -10%, -25%, -21%, ?, -5%, 3%, -1.2%
> CCn1c(-c2cc(Cl)ccc2OC)n[nH]c1=S
    -1%, -17%, 6%[57.1 µM], -15%, ?, -21%, 13%[57.1 µM], 2%, 3.4%
> Cc1ccccc1-n1c(Cn2c(=O)sc3ccccc32)nnc1SCC(=O)Nc1nccs1
    -5%, 1%, 12%, ?, 83%, -3%, 4%, 3%, -0.6%
> Cc1cc(C(C#N)c2ccccc2F)n2ncnc2n1 (stereo not drawn)
    -6%, -9%, 0%[57.1 µM], -5%, -22%, 12%, -2%[57.1 µM], 1%, 1.3%
> Cc1ccc(C(=O)OCC(=O)NC(C)C)cc1S(=O)(=O)N1CCOCC1
    -1%, 7%, 17%[57.1 µM], -20%, 2%, 18%, 6%[57.1 µM], 16%, 0.2%
> COc1cc(C2C(C(=O)c3cccs3)=C(O)C(=O)N2Cc2ccco2)cc(OC)c1OC (stereo not drawn)
    1%, -21%, ?, -2%, ?, 7%, -16%, 11%, 6.3%

Bioassay records (PubChem)

An excerpt; rates above refer to the full screens.
